Assay outcomes: PubChem, National Center for Advancing Translational Sciences (NCATS)
HepG2 tox: kills HepG2 cells in TGF-b inhibitor counter-screen; HepG2 CAGA-GFP viability, ATP luminescence, 18 h; Potency, µM (highest dose often 46.1 µM), without a hit: at the top dose activity change, negative = cytotoxicity, usual class: cytotoxic; 0.76% of 410,000 active; AID 588856; also: potency is read from the fitted curve at half-maximal effect; some results filed as inactive show a strong effect at the top dose
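CellTiter-Glo luminescence gave cytotoxicity after 18 hours at 37 degrees C. The cells were HepG2 CAGA-GFP in 1% FBS DMEM, stimulated with 500 pg/mL TGF-beta after compound addition. %Activity was normalised to no-cell wells (complete cell-killing) and DMSO (no toxicity), and curves were fitted and classified.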
HT1080 IDH1KD tx: HT-1080 IDH1 knockdown cell toxicity (counter line); HT-1080 IDH1 knockdown viability, ATP luminescence, 48 h; Potency, µM (top dose mostly 46.1 µM), for inactives: top-dose activity, negative = toxicity, hits mostly cytotoxic; 2% of 360,000 active; AID 686971;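 also: potency is read from the fitted curve at half-maximal effect; 0% = DMSO wells and -100% = cell-free medium wells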
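In this qHTS, HT-1080 cells depleted of IDH1 are exposed for 48 h at 37 °C to compound titrations. Toxicity is scored from CellTiter-Glo luminescence, with DMSO as full viability and medium alone as none.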
ATXN2 expr inh: inhibitors of ATXN2 expression. Potency, µM (doses to about 57 µM), for inactives: top-dose activity change, negative = inhibition, most hits filed as inhibitors. HEK-293 ATXN2-luciferase reporter, luminescence, 24 h. AID 1745845. 0.72% of 360,000 active; also: potency is read from the fitted curve at half-maximal effect; % is scaled to controls: 0 for no effect and ±100 for the full control effect; nearly all actives have a fitted effect of over 55% in size
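ATXN2-luciferase reporter cells (luciferase flanked by upstream and downstream ATXN2 gene portions) were treated 24 h at 37 °C with compounds at up to 57 uM. SteadyGlo luminescence gave expression; GF-AFC fluorescence gave viability.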
HT1080-NT tox: kills 2HG-producing HT-1080-NT fibrosarcoma cells; 1.6% of 360,000 active; HT-1080-NT fibrosarcoma viability, CellTiter-Glo ATP luminescence, 48 h; Potency, µM (top dose mostly 46.1 µM), inactives show at the highest dose activity, negative = less viability, actives largely listed as cytotoxic;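 also: NT is the 2HG producing partner of a matched IDH1 knockdown line; potency is read from the fitted curve at half-maximal effect; 0% = DMSO-treated cells and -100% = media-only wells without cells; nearly all actives have a fitted effect of over 55% in size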
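Viability of the 2HG-overproducing fibrosarcoma line after 48 hours of compound exposure at 37 degrees C was determined by luminescence with CellTiter-Glo, and concentration-effect curves were then fitted and categorized.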
MCF10A rerep: DNA re-replication induction in MCF 10a cells. MCF 10A DNA re-replication, Hoechst nuclear intensity, 48 h. Potency, µM (highest dose often 46.1 µM), inactives show at the top dose activity, positive = re-replication, hits mostly activators. 2.9% of 350,000 active; also: potency is read from the fitted curve at half-maximal effect; % of control where 0% means no effect; nearly all actives have a fitted effect of over 50% in size
KB-3-1 tox: kills parental KB-3-1 adenocarcinoma cells | KB-3-1 viability, CellTiter-Glo ATP luminescence, 72 h | Potency, µM (series often up to 46.1 µM), for inactives: at the highest dose activity change, negative = cytotoxic, actives largely listed as cytotoxic | 1.4% of 400,000 active | AID 1347075; also: potency is read from the fitted curve at half-maximal effect; % is scaled to controls: 0 for no effect and ±100 for the full control effect; nearly all actives have a fitted effect of over 60% in size
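Multi-concentration cytotoxicity screen in KB-3-1 cells grown in DMEM lacking phenol red with 10% FBS. After 72 h at 37 °C with compound, ATP-dependent luminescence was recorded.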
S2 tox: viability counter-screen for ATXN expression inhibitors; S2 cells (HEK-293 line with an ATXN2-luciferase reporter) viability, CellTiter-Fluor protease fluorescence, 24 h; Potency, µM (highest dose often 56.7 µM), most hits filed as cytotoxic; 0.49% of 400,000 active; AID 651635; also: potency is read from the fitted curve at half-maximal effect; nearly all actives have a fitted effect of over 40% in size
IL-1B inflam inh: inhibitors of inflammasome signaling (IL-1 beta secretion) | THP-1 LPS/ATP IL-1B secretion, AlphaLISA, 16 h; stronger effect = lower value | activity change, % at 57.5 µM | 4.7% of 360,000 active | AID 743279; in the data active = activity change below about -50%; inconclusive = mostly about -30% to -49%; also: % is scaled to controls: 0 for no effect and ±100 for the full control effect
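Secreted IL-1B measured by AlphaLISA bead assay after 16 h compound exposure of THP-1 cells; compounds (final up to 57.5 uM) added 1 h before LPS (250 ng/mL) and ATP (1.25 mM) stimulation; lower signal means less secretion.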
SW480 rereplic: DNA re-replication induction in SW480 cells | SW480 DNA re-replication, Hoechst DNA content imaging, 48 h | Potency, µM (doses to about 46.1 µM), for inactives: at the top dose re-replication activation, actives largely listed as activators | 1.8% of 340,000 active; also: potency is read from the fitted curve at half-maximal effect; % of control where 0% means no effect; nearly all actives have a fitted effect of over 55% in size
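Compounds, transferred as 23 nL by pin tool, were incubated with cells for 48 hr; DNA content per nucleus was then quantified by Hoechst staining and fluorescence plate imaging.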
* marks the source's active call; other numbers are inactive results; i = inactive; ? = inconclusive; . = no result given; & = joins results of further samples; [ ] = remark or other dose. Unless noted, calls follow the shape of the dose curve; as a rule, active = well fitted curve in the direction sought with a large enough effect; inconclusive = small, poorly fitted or top-dose-only effect, or another doubt; inactive = no such curve, though single readings can be large; an effect the other way counts as inactive or inconclusive.

SMILES	HepG2 tox	HT1080 IDH1KD tx	ATXN2 expr inh	HT1080-NT tox	MCF10A rerep	KB-3-1 tox	S2 tox	IL-1B inflam inh	SW480 rereplic
C=CCSc1nnc(NC(=O)c2ccc(N3CCCC3=O)cc2)s1	-13.6%	11.9%	9.6%	14.4%	20.5%	-5.4%	?	0.0	6.6%
CCOC(=O)/C=C(\C)N1N=C(c2ccccc2)CC1c1ccccc1 (stereo unspecified)	-17.9%	1.2%	56.2%[activator][11.3 µM]	11.1%	4.8%	-8.6%	?	1.1	-4.3%
CCSc1nnc(NC(=O)CCc2ccccc2)s1	5.5%	-4.4%[9.24 µM]	21.2%	9.5%	15.0%	1.3%	i	16.1	0.1%
COc1ccc(O)c(/C=N/NC(=S)Nc2cccc(S(=O)(=O)N(C)C)c2)c1	12.1%	?	?	-17.7%	14.6µM*	28.5%	i	-62.8*	?
C/C(=N\NC(=O)CCc1ccccc1)C1C(=O)c2ccccc2C1=O	-71.8%	?	?	?	17.7%	?	?	39.8	?
Cc1ccc(-n2c(Cc3cccn3C)nnc2SCC(=O)Nc2cc(C)on2)cc1	-2.8%	-9.7%	-14.4%	2.5%[9.24 µM]	-4.8%	-15.4%	i	0.0	-9.1%
O=C(OCC1OC2OC3(CCCCC3)OC2C2OC3(CCCCC3)OC12)c1ccccc1 (stereo unspecified)	1.7%	10.7%	-1.2%	12.5%	-0.1%	-12.3%	i	7.9	.
COc1ccc(/C=N/n2cnn(Cc3ccccc3Cl)c2=S)cc1OC	-0.1%	-4.6%	-11.2%	3.2%	?	-17.1%	i	-54.6*	3.7%
O=c1cnn(Cc2ccc(F)cc2)c2ccccc12	-1.4%	0.3%	8.9%	3.7%	-7.5%	22.1%	i	29.7	-6.0%
C=CCn1c(SCC(=O)c2ccc(O)c(O)c2)nnc1-c1ccccc1OC	-29.5%	2.5%	0.0%	3.0%	-41.1%[inhibitor]	-15.0%	?	32.2	4.1%

Entries listed so far printed as active in IL-1B inflam inh:
SMILES	IL-1B inflam inh	SW480 rereplic
COc1ccc(O)c(/C=N/NC(=S)Nc2cccc(S(=O)(=O)N(C)C)c2)c1	-62.8*	?
COc1ccc(/C=N/n2cnn(Cc3ccccc3Cl)c2=S)cc1OC	-54.6*	3.7%

Shown as labelled records: entries from further up.
SMILES: COc1ccc(O)c(/C=N/NC(=S)Nc2cccc(S(=O)(=O)N(C)C)c2)c1
  HepG2 tox: 12.1%
  HT1080 IDH1KD tx: ?
  ATXN2 expr inh: ?
  HT1080-NT tox: -17.7%
  MCF10A rerep: 14.6µM*
  KB-3-1 tox: 28.5%
  S2 tox: i
  IL-1B inflam inh: -62.8*
  SW480 rereplic: ?
SMILES: O=c1cnn(Cc2ccc(F)cc2)c2ccccc12
  HepG2 tox: -1.4%
  HT1080 IDH1KD tx: 0.3%
  ATXN2 expr inh: 8.9%
  HT1080-NT tox: 3.7%
  MCF10A rerep: -7.5%
  KB-3-1 tox: 22.1%
  S2 tox: i
  IL-1B inflam inh: 29.7
  SW480 rereplic: -6.0%

Next part.
SMILES	HepG2 tox	HT1080 IDH1KD tx	ATXN2 expr inh	HT1080-NT tox	MCF10A rerep	KB-3-1 tox	S2 tox	IL-1B inflam inh	SW480 rereplic
O=C(Nc1cc(C(F)(F)F)ccc1-n1cncn1)c1ccc(Br)cc1	-13.7%	-18.0%	-31.7%	-11.6%	0.6%	15.5%	i	?	-2.4%
CCOC(=O)CC1(CCc2ccccc2)Oc2ccccc2N1S(=O)(=O)c1ccc(C)cc1 (stereo unspecified)	.	-7.9%	.	-2.3%	.	18.4µM*	.	-22.9	.
Cc1cc(C(=O)COC(=O)[C@H](C)NC(=O)c2ccco2)c(C)n1Cc1ccco1	5.0%	12.7%	6.7%	7.2%	0.7%	-1.3%	.	-5.5	0.7%
CC(C)c1ccc2c(c1)[C@H]1OCC[C@H]1[C@@H](c1cccs1)N2	4.3%	3.26µM*	3.8%	2.91µM*	7.31µM*	6.51µM*	?	-1.9	9.2µM*
O=C(COc1c(F)c(F)cc(F)c1F)NC(=O)NC1CCCC1	-13.4%	0.1%	-5.1%	0.1%	9.1%	-3.1%	i	-11.4	-3.5%
CCOC(=O)c1ccc(NC(=O)N2CCN(c3ccccn3)CC2)cc1	-13.1%	7.0%	-11.5%	3.7%	-0.4%	-22.7%	i	3.2	2.3%
COc1cc(N=Nc2c(O)c3ccccc3[nH]c2=O)c(OC)cc1N=Nc1ccccc1	6.8%	6.7%	0.0%	1.7%	1.5%	7.0%	i	24.1	-1.9%
CCN(CC(=O)Nc1ccc(OC)cc1)CC(=O)Nc1ccc2c(c1)OCO2	7.8%	-15.9%	-5.2%	0.0%	3.1%	.	i	6.1	0.7%
CCc1nc(SCc2ccc(OC)cc2)n[nH]1	-9.7%	3.5%	.	5.1%	-4.1%	3.3%	?	19.4	3.1%
Cc1cc2nc(CCN(Cc3cccnc3)C(=S)Nc3ccccc3)[nH]c2cc1C	-15.0%	-23.7%	2.7%	0.0%	16.4µM*	9.0%	i	-50.3*	4.3%
CCSc1nc2ccccc2n1C(=O)/C=C/c1ccc(OC)c(OC)c1	-51.7%	5.8µM*	7.94µM*	8.2µM*	4.11µM*	?	8.91µM*	-102.5*	5.8µM*
N#C/C(=C\c1ccncc1)C(N)=O	17.6%	2.9%	-6.9%	22.5%	2.8%	-16.2%	i	3.1	-10.3%
CCC(C(=O)OCC(=O)Nc1cc(OC)ccc1OC)c1ccccc1 (stereo unspecified)	-1.8%	8.1%	5.4%	-0.5%	-9.6%	6.9%	i	-2.2	6.0%
CCc1ccccc1NC(=O)NNS(=O)(=O)c1cc(C)ccc1C	0.2%	6.2%	-11.4%	3.9%	-4.7%	-3.9%	i	3.0	5.1%
O=C(Nc1ccc(N2CCCC2)cc1)c1ccccc1[N+](=O)[O-]	-5.2%	-0.4%	.	5.8%	17.6%	?	?	-5.1	28.6%
COc1ccc(-c2cc(C(F)F)n3ncc(C(=O)N4CCN5CCCC5C4)c3n2)cc1 (stereo unspecified)	-17.3%	1.0%	-10.5%	8.5%	8.0%	-18.7%	i	-64.7*	17.2%
O=C(CSc1nnc(CNC(=O)c2c(F)cccc2Cl)o1)NCc1ccc(F)cc1	3.9%	-22.7%	-6.4%	-19.2%	3.0%	-4.7%	i	24.9	-0.7%
C=CCSc1nccc(-c2cc(Cl)sc2Cl)n1	-1.6%	5.8%	3.2%	2.8%	0.4%	-2.0%	i	27.5	0.4%
O=C(CNC(=O)c1nc[nH]c1C(=O)N1CCN(c2ccccc2)CC1)OCc1ccccc1	0.6%	-6.6%	3.7%	0.0%	-11.0%	-3.6%	i	17.5	4.5%
COc1ccc(N2CCN(Cc3nnc(-c4ccc5c(c4)OCO5)o3)CC2)cc1	20.2%	.	2.1%	.	.	4.2%	i	.	.
O=C(Nc1ccc2nc3n(c(=O)c2c1)CCCCC3)c1cc([N+](=O)[O-])ccc1F	12.6µM*	?	?	?	14.6µM*	?	.	-93.4*	16.4µM*
COc1ccc(C(=O)N2CCN(c3ccccn3)CC2)cc1	-5.0%	-6.5%	.	1.6%	-1.4%	-6.7%	.	-26.2	-15.5%
O=c1[nH]cnc2c1ncn2C1OC(CO)C(O)C1O (stereo unspecified)	-3.5%	3.2%	-6.1%	-0.2%	3.6%&-5.1%	-0.2%	i	-3.5	-7.4%&4.5%
CN(C)S(=O)(=O)c1ccc2c(c1)c(=O)c(C(=O)N1CCN(c3cccc(Cl)c3)CC1)cn2C	-0.4%	.	-16.5%	.	.	-16.6%	i	.	.
CC[C@@]12C(=O)N(c3cccc(F)c3)C(=O)N1[C@H](c1cccc(C)c1)[C@@H]1C(=O)N(Cc3ccccc3)C(=O)[C@@H]12	6.6%	2.3%	4.4%	-0.1%	1.0%	-16.6%	i	-3.7	0.4%
CCc1ccc(S(=O)(=O)NC(=S)Nc2ccccc2)cc1	-4.3%	11.1%	-35.9%	10.6%	0.2%	-0.9%	?	-9.0	-4.6%
CC(C)CC(=O)N1CCN(S(=O)(=O)c2ccc(C3CCCCC3)cc2)CC1	-26.5%	-4.3%	-27.3%	3.2%	8.4%	?	i	0.0	-11.9%
CN(C)c1cccc(C(=O)NCc2ccc(Cl)cc2)c1	3.4%	1.4%	-22.4%	7.7%	-1.5%	-11.5%	i	9.5	?
Cc1ccc2c(CC(=O)N3CCc4ccccc43)coc2c1	-22.7%	-0.5%	53.0%[activator]	-4.5%	?	0.7%	i	-0.4	-1.3%
O=C(NNC(=O)C1CC=CCC1)c1ccccc1Br (stereo unspecified)	0.9%	-0.8%	10.9%	4.7%	-2.0%	-1.9%	i	-1.7	5.3%
CC(=O)Nc1ccc(-c2nnc(SCc3c(C)cc(C)cc3C)n2C)cc1	-31.3%	4.0%	-7.3%	6.2%	11.7%	-4.3%	i	13.2	0.3%
O=C(NCC1CCCO1)c1ccc2[nH]c3c(c2c1)CCCC3 (stereo unspecified)	-14.8%	16.8%	29.9%	11.4%	3.6%	?	i	-27.7	7.9%
COc1ccc(S(=O)(=O)N(C)C)cc1NC(=O)[C@H](Cc1ccccc1)N1C(=O)c2ccccc2C1=O	3.1%	14.1%	9.7%	-1.8%	-2.2%	0.0%	i	33.6	0.8%
COC(=O)C(=C/C(C)=C/c1cccs1)C(=O)OC	-22.8%	?	-22.2%	?	?	?	?	-9.4	?

Profiles as entered above:
COC(=O)C(=C/C(C)=C/c1cccs1)C(=O)OC is listed with HepG2 tox = -22.8%; HT1080 IDH1KD tx = ?; ATXN2 expr inh = -22.2%; HT1080-NT tox = ?; MCF10A rerep = ?; KB-3-1 tox = ?; S2 tox = ?; IL-1B inflam inh = -9.4; SW480 rereplic = ?
O=C(NCC1CCCO1)c1ccc2[nH]c3c(c2c1)CCCC3 (stereo unspecified) is listed with HepG2 tox = -14.8%; HT1080 IDH1KD tx = 16.8%; ATXN2 expr inh = 29.9%; HT1080-NT tox = 11.4%; MCF10A rerep = 3.6%; KB-3-1 tox = ?; S2 tox = i; IL-1B inflam inh = -27.7; SW480 rereplic = 7.9%

Hits appear at their usual frequency; about 8.9% have a hit in one of these screens.
